GPR151 activ = activates the human receptor GPR151; Q8TDV0; 650,000 tested, 1% active; PathHunter beta-arrestin GPR151 cells, luminescence; activation, % at 11.2 µM; in the data active = activation above about 4.9%;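 note: 0% = median of compound wells and 100% = cells with positive control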
FBW7 act = human FBW7 E3 ligase activation, primary screen | 650,000 tested, 0.13% active | normalized activity (activation), % at 26.1 µM | AlphaScreen FBW7–phospho-cyclin E peptide binding, activator screen; in the data active = normalized activity above about 1.9%;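 note: purified mutant Fbw7 with reduced substrate affinity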
Target sequence (Q969H0 whole entry, looked up): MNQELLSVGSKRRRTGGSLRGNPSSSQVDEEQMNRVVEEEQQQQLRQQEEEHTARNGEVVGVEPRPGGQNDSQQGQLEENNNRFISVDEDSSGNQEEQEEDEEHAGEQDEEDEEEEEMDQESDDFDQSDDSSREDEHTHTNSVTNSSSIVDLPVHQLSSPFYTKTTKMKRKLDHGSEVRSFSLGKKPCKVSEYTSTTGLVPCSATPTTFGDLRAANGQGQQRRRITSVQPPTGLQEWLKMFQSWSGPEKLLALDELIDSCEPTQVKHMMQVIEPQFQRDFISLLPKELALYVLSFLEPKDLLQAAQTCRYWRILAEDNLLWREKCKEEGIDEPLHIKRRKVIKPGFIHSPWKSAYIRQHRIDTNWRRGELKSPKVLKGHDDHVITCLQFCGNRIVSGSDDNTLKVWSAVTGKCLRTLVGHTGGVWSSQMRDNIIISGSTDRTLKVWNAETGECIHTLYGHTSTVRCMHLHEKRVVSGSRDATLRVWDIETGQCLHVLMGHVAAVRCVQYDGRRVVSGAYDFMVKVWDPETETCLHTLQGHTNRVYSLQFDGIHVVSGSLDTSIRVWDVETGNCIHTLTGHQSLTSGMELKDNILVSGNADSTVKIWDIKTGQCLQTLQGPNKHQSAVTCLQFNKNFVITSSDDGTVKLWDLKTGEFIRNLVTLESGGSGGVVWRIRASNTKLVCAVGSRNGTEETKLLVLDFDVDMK
MITF inh = blocks human microphthalmia-associated transcription factor; O75030; AlphaScreen MITF homodimerization, bead proximity signal; inhibition, % at 2.6 µM; 650,000 tested, 0.91% active; in the data active = inhibition above about 50%;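 note: 0% = vehicle wells with protein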
TEAD-YAP block = TEAD-YAP interaction inhibition; HEK-TIYL cells, TEAD-Gal4/YAP UAS-luciferase luminescence; inhibition, % at 9.12 µM; 640,000 tested, 1.4% active; in the data active = inhibition above about 32%;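 note: 0% = median of test compound wells and 100% = reference inhibitor wells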
Starred values were filed as active, the others as inactive. This is a random part of the collection (roughly 3.4% active in at least one column).

SMILES	GPR151 activ	FBW7 act	MITF inh	TEAD-YAP block
CC1(C)Cc2nc(N3CCCC3)c(C#N)cc2CO1	0.4	-0.3	5	-4
CCN(C(C)=O)c1nc(CSCC(=O)Nc2cc(C)ccc2C)cs1	-0.7	-0.1	6	-3
CN1CCN(C(=O)c2cc(-c3ccc(Cl)c(Cl)c3)on2)CC1	-0.4	-0.1	12	-9
O=C(NCc1n[nH]c(=S)n1-c1cccc(Cl)c1)c1ccccc1C(F)(F)F	1.7	-0.1	-3	0
Cc1ccc(Cl)c(NC(=O)COC(=O)CCN2C(=O)C3CC=CCC3C2=O)c1Cl (configuration not stated)	0.9	0.1	4	-6
Cc1ccccc1C(=O)NC(=S)Nc1cccc(C(=O)O)c1	1.4	0.3	-5	0
Cc1nc(C)c(CC(=O)NCc2cccnc2)s1	2.6	-0.1	8	-2
COC(=O)c1cc2occc2n1Cc1ccc(C)cc1	2.4	0.0	4	-6
COc1ccccc1N1CCN(CCC(=O)Nc2ccc(Br)cc2)CC1	0.3	-0.3	-2	-6
Nc1cc(=O)[nH]c(=O)n1Cc1ccccn1	-0.1	0.4	8	-11
O=C(CN1C(=O)CCSc2ccccc21)Nc1ccc(F)cc1	-1.1	0.7	14	4
CC(C(=O)NCCO)c1ccc([N+](=O)[O-])cc1 (configuration not stated)	-0.3	0.0	2	12
CC1(C)CC(=O)C2=C(C1)c1oc(N)nc1C2c1ccccc1 (configuration not stated)	0.6	0.1	10	16
N#C/C(=C(/O)COC(=O)Cc1n[nH]c(=O)c2ccccc12)c1nc2ccccc2[nH]1	-2.9	-0.3	-12	-7
Cc1ccc(C2C(C(=O)c3cccs3)=C(O)C(=O)N2CCCN(C)C)o1 (configuration not stated)	-1.9	-0.2	1	-8
O=C(O)CCCN1C(=O)c2ccc(F)cc2C1=O	0.5	0.1	9	-1
Cc1ccccc1-c1nc(CS(=O)CC(=O)NCc2cccs2)c(C)o1 (configuration not stated)	1.1	0.8	8	10
CC1=C(C(=O)OCCOc2ccccc2)Sc2ccccc2N1	-1.8	-0.3	-5	-5
COc1ccc2c(c1)OC(C)CN(CCC(=O)NCc1ccsc1)C2 (configuration not stated)	1.3	0.2	2	11
CCOc1ccc(NC(=O)CSc2nnc(Cc3cccn3C)n2CCOC)cc1	-0.1	0.5	21	3
O=C(CSc1nnc(-c2ccccc2Cl)o1)Nc1ccc(Br)cn1	-0.6	-0.1	9	-6
Cc1cc(NCCc2ccc(O)cc2)nc(-c2ccc(N3CCN(C)CC3)cc2)n1	1.8	0.1	13	53*
Cc1cccc(OCC(=O)N/N=C/c2ccccc2)c1	0.2	0.8	9	6
CC(C)c1cc(NC(=O)c2ccc([N+](=O)[O-])cc2)cc(C(C)C)c1O	1.3	-0.1	10	-7
COc1cccc(-n2c(=S)sc3c(=O)n(-c4ccc(F)cc4)c(SCC#N)nc32)c1	-0.3	0.0	-5	-9
Cc1ccc(F)cc1NC(=O)c1sc2ncn(Cc3ccccc3Cl)c(=O)c2c1C	1.1	0.4	17	3
Cn1c(=O)c2c(nc(Br)n2CC(=O)c2ccccc2)n(C)c1=O	2.3	0.0	5	-2
O=c1cc(N2CCN(c3ccc(F)cc3)CC2)[nH]c(=O)n1-c1ccc(Cl)cc1	-1.0	-0.1	3	6
CCOC(=O)c1c(C)oc2ccc(NS(=O)(=O)c3ccc(CC)cc3)cc12	0.8	1.0	21	23
CCn1cc([N+](=O)[O-])c(C(=O)Nc2ccc(S(=O)(=O)Nc3ncccn3)cc2)n1	-0.9	0.0	1	2
CCC(=O)NCCc1nc2ccccc2n1C(C)C	2.1	0.0	11	-2
Cc1cc(NS(=O)(=O)c2ccc(NC(=O)c3oc4ccccc4c3C)cc2)nc(C)n1	0.6	0.0	7	-6
COc1ccc(/C(O)=C2\C(=O)C(=O)N(CCN3CCNCC3)C2c2ccc(Cl)cc2)cc1 (configuration not stated)	-1.9	0.1	14	-2
CCOc1ccc2ccccc2c1C(=O)Nc1nn(C)c2c1CC(C)C(=O)N2 (configuration not stated)	-0.3	-0.1	-1	-4
CCOCCOC(=O)C1=C(C)NC2=C(C(=O)CC(c3ccc(OC)cc3)C2)C1c1ccc(OCC)cc1 (configuration not stated)	-0.9	0.0	-5	4
Cc1cc(C(=O)O)c(S(C)(=O)=O)s1	-0.3	0.0	-2	-3
CSc1ccc(NC(=O)N2CCN(c3nc(-c4ccccc4)cs3)CC2)cc1	0.0	-0.1	-5	-12
CCN(CC)C(=O)C1CCCN(c2cc(C(=O)NC3CCN(Cc4ccccc4)CC3)c3ccccc3n2)C1 (configuration not stated)	1.6	0.3	12	6
COc1cccc(-c2ncnn2-c2ccc(C)c(Cl)c2)c1OC	-1.1	0.3	8	-5
Cc1ccc(CC(=O)O/N=C(\N)c2ccc(Br)cc2)cc1	1.9	0.1	-7	-13
CC(C)(C)c1ccc(OCC(=O)NCc2ccco2)cc1	-0.3	0.0	5	7
CC(C)OC(=O)COc1ccc2cc(-c3ccccc3)c(=O)oc2c1	0.8	0.3	4	3
NC(=O)c1ccc(CN2CCC(Cc3ccccc3)CC2)cc1	-1.3	0.9	12	-1
CCCOC(=O)c1ccc(Nc2nc(C)cc(=O)[nH]2)cc1	0.7	-0.1	9	-3
COc1ccc(Cl)cc1C(=O)N(Cc1ccccc1)c1ccccn1	0.3	0.0	4	-23
COC(=O)c1cc(S(=O)(=O)N2CCCCCC2)cn1C	0.2	0.3	2	2
CCOc1ccc(-c2cc(C(=O)N/N=C/c3ccc(O)c(OC)c3)[nH]n2)cc1OC	0.4	-0.2	4	-17
COc1cc(/C=C2\SC(=Nc3cc(C)cc(C)c3)NC2=O)cc(I)c1OCc1ccccc1	1.6	-0.4	5	2
OC(c1cccnc1)c1ccc2c(c1)CN(Cc1ccccc1Cl)CCO2 (configuration not stated)	1.2	0.0	-3	0
O=C(Cn1nnc(C(=O)O)c1C(=O)O)Nc1ccc(F)cc1	-1.7	0.1	11	0
COc1ccc(OC)c(N(CC(=O)Nc2cccc(Cl)c2C)S(=O)(=O)c2ccccc2)c1	1.7	0.2	0	12
CCOc1cccc(N2C(=O)CC(N3CCN(c4ccc(Cl)cc4)CC3)C2=O)c1 (configuration not stated)	-0.2	-0.1	3	11
Clc1ccc(-c2nc(N3CCOCC3)nc3ccccc23)cc1	0.2	0.3	11	4
CC1=NN(c2ccccc2)C(=O)/C1=C\c1ccc(-c2ccccc2Cl)o1	1.6	0.2	21	-11
CC(C)(C(=O)N=C1N=C2C=CC=CN2Cc2ccccc21)c1ccccc1	-4.4	0.0	-2	-38
Cc1nc2cc(F)ccc2n1C1CCN(C(=O)c2c(F)cccc2F)CC1	0.5	0.0	17	3
Cc1cc(C)nc(SCc2ccc(Br)cc2)n1	-1.0	0.2	-24	2
CCC1(C)NC(=S)N(CCC(C)C)N1 (configuration not stated)	-0.3	0.0	10	5
COc1cccc(C(=O)Nc2ccc3nc(SCc4cc([N+](=O)[O-])ccc4OC)sc3c2)c1	1.2	0.1	17	26
O=[N+]([O-])/C(=C/Sc1nc2ccccc2s1)c1ccccc1	1.0	-0.2	5	1

The listing continues:
SMILES	GPR151 activ	FBW7 act	MITF inh	TEAD-YAP block
CCOC(=O)N1CCC(N(CCN(C)C)C(=S)Nc2cccc(SC)c2)CC1	0.4	-0.1	9	-1
O=C(Nc1nc2ccccc2s1)NC1CCCCC1	0.4	0.6	8	-51
CN(CCC#N)c1ncnc2c1oc1ccccc12	10*	-0.1	-7	-9
Clc1ccc(Cn2ncc3c2ncn2cnnc32)c(Cl)c1	0.5	-0.1	-3	-7
Cc1cc(NC(=O)/C(=C/c2ccc([N+](=O)[O-])cc2)NC(=O)c2ccc(C(C)(C)C)cc2)ccc1Br	-0.8	0.2	29	6
COc1ccc(N=Cc2c(C)[nH]c3ccccc23)cc1	-1.3	-0.1	-4	-22
CCN(CC)S(=O)(=O)c1ccc(-c2nc(C#N)c(N3CCCCC3)o2)cc1	-0.9	0.7	14	-6
CCOc1cc(Nc2ccc(NC(=O)c3cc(OC)c(OC)c(OC)c3)cc2)nc(C)n1	-1.8	0.1	16	24
Cc1cc(OCC(O)CN2CCN(c3ccccn3)CC2)cc(C)c1Cl (configuration not stated)	-0.5	0.0	4	0
COc1cc(OC)cc(C(=O)N2c3ccccc3C(C)(c3ccccc3)CC2(C)C)c1 (configuration not stated)	-0.6	-0.8	10	10
CCOC(=O)c1ccc(N2CN=C3SCC(=O)N3C2)cc1	1.6	0.2	5	3
COC(=O)c1ccc2c(c1)C(=O)N(c1ccc(Oc3ccccc3)cc1)C2=O	0.1	0.0	-7	-3
CCOC(=O)c1sc(NC(=O)c2cccnc2)c(C(=O)OCC)c1C	0.8	-0.1	0	12
CCN(Cc1ccccc1)C(=O)Nc1ccc(-c2cn[nH]c2)cc1OC1CCN(S(C)(=O)=O)CC1	-0.2	0.1	15	-10
Cc1ncc(CN2CCCC(CCC(=O)NCc3ccccc3F)C2)s1 (configuration not stated)	0.2	0.1	12	7
CCOc1ccccc1CN1CCN(Cc2cnc(-c3ccccc3C)nc2)CC1CCO (configuration not stated)	0.5	-0.1	0	-12
COc1ccc(C2Nc3ccccc3NC3=C2C(=O)CCC3)cc1OC (configuration not stated)	-0.7	-0.1	1	-8
O=C1CSC(c2cccnc2)N1C1CCCCC1 (configuration not stated)	0.4	0.0	6	5
CN(CC(=O)NCc1ccccc1)c1nnc(N2CCCC2=O)s1	-1.9	0.0	-2	-9
CCNC(=S)Nc1ccc2cn[nH]c2c1	0.3	-0.1	-8	0

Another view of part of the listing above:
SMILES | GPR151 activ | FBW7 act | MITF inh | TEAD-YAP block
CCN(CC)S(=O)(=O)c1ccc(-c2nc(C#N)c(N3CCCCC3)o2)cc1 | -0.9 | 0.7 | 14 | -6
CN(CCC#N)c1ncnc2c1oc1ccccc12 | 10* | -0.1 | -7 | -9

A draw from above in order of heavy-atom count, smallest number first.
SMILES	GPR151 activ	FBW7 act	MITF inh	TEAD-YAP block
Clc1ccc(Cn2ncc3c2ncn2cnnc32)c(Cl)c1	0.5	-0.1	-3	-7
CN(CC(=O)NCc1ccccc1)c1nnc(N2CCCC2=O)s1	-1.9	0.0	-2	-9
COc1cc(OC)cc(C(=O)N2c3ccccc3C(C)(c3ccccc3)CC2(C)C)c1 (configuration not stated)	-0.6	-0.8	10	10

An excerpt from above, reduced to GPR151 activ, MITF inh and TEAD-YAP block.
Molecule	GPR151 activ	MITF inh	TEAD-YAP block
CCN(CC)S(=O)(=O)c1ccc(-c2nc(C#N)c(N3CCCCC3)o2)cc1	-0.9	14	-6
CCOc1cc(Nc2ccc(NC(=O)c3cc(OC)c(OC)c(OC)c3)cc2)nc(C)n1	-1.8	16	24
Cc1cc(OCC(O)CN2CCN(c3ccccn3)CC2)cc(C)c1Cl (configuration not stated)	-0.5	4	0
COc1cc(OC)cc(C(=O)N2c3ccccc3C(C)(c3ccccc3)CC2(C)C)c1 (configuration not stated)	-0.6	10	10
CCOC(=O)c1ccc(N2CN=C3SCC(=O)N3C2)cc1	1.6	5	3
COC(=O)c1ccc2c(c1)C(=O)N(c1ccc(Oc3ccccc3)cc1)C2=O	0.1	-7	-3

(cont.)
SMILES	GPR151 activ	FBW7 act	MITF inh	TEAD-YAP block
COc1ccc2oc(C)c(C(C)=O)c2c1	1.5	0.0	6	7
O=C1N[C@H](Cc2ccc(O)cc2)C(=O)N2CCN(C(=O)c3ccc(C(F)(F)F)cc3)C[C@H]12	-2.0	0.0	0	-7
CCN(CC)C(=O)C1CCCN(c2nc3ccc(C(=O)Nc4ccc(NC(C)=O)cc4)cc3s2)C1 (configuration not stated)	1.6	0.2	16	-5
CCOC(=O)c1c(NC(=O)C(C)Sc2nnc(CNC(=O)c3ccc(OC)cc3)n2-c2ccccc2OC)sc2c1CCCC2 (configuration not stated)	-1.4	0.4	6	9
CCN(CC)CCCNC(=O)CSc1nc2nc(C)c(Cc3ccccc3)c(C)n2n1	0.8	-0.1	-15	3
Cc1ccc(OCC(=O)Nc2ccc3c(c2)CCCN3S(=O)(=O)c2ccccc2)cc1	-0.1	-0.2	2	4
Cc1n[nH]c(=O)nc1N1CCCC(C)C1 (configuration not stated)	0.7	-0.1	-1	-4
O=C1N[C@@H](Cc2c[nH]c3ccccc23)C(=O)N2C[C@@H](NCc3ccc(Cl)s3)C[C@@H]12	4.3	-0.1	7	1
O=C(Nc1nn[nH]n1)c1cc(F)c(F)cc1Cl	-1.1	0.4	25	13
O=C(CCN=C1NS(=O)(=O)c2ccccc21)NNC(=O)C1COc2ccccc2O1 (configuration not stated)	-1.1	0.2	9	6
O=c1[nH]nc(Sc2ncnc3c2ncn3C2OC(CO)C(O)C2O)c(=O)[nH]1 (configuration not stated)	-0.3	0.1	2	7
CCOc1cc(-c2noc(-c3ccc([N+](=O)[O-])cc3)n2)ccc1OC	0.1	-0.1	3	-1
CCC(O)(CC)C(=O)NN1CCCCC1	-1.1	0.4	19	10
O=C(CSc1nc2cccnc2n1Cc1ccccc1)N1CCCC1	-0.9	0.3	3	4
CC(C)NC(=O)Cn1c(SCC(N)=O)nc2ccccc21	-0.9	-0.2	1	-20
Cc1cc(C)n(/N=C/c2cc(Br)ccc2O)c(=O)c1C#N	-0.2	0.1	-15	2
O=C(Nc1c[nH]c(=O)[nH]c1=O)c1ccc2c(c1)C(=O)N(c1c[nH]c(=O)[nH]c1=O)C2=O	1.7	0.0	-3	4
O=C(Nc1ccc(N2CCOCC2)c(Cl)c1)c1cccnc1Cl	0.2	0.4	5	-4
O=C(CSc1nc2ccccc2n1-c1ccccc1)c1cccs1	1.6	-0.1	9	-6

Source: PubChem BioAssay
